# Screening results (PubChem BioAssay)
# PfHsp40 yeast = rescue of yeast from PfHsp40 toxicity, primary screen, S. cerevisiae, ATP luminescence; S. cerevisiae expressing PfHsp40, growth rescue; growth rescue, % at 12.5 µM; 340,000 compounds, 0.68% hits; AID 504582, 2011; in the data active = growth rescue above about 28%, passing the limit was not always enough; inconclusive = no clear call, values can overlap the other calls;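 also: yeast W303a lacking pdr1 and pdr3 grown in galactose medium; growth measured after three days at 30 °C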
# UGM FP inh = M. tuberculosis UGM enzyme inhibitors, primary screen, biochemical, fluorescence polarization, single point; 320,000 compounds, 0.06% hits; inhibition, % at 10 µM; purified UGM, fluorescence polarization probe displacement; AID 504406, 2011; UDP-galactopyranose mutase (Mycobacterium tuberculosis (strain ATCC 25618 / H37Rv)), …; in the data active = inhibition above about 10%, passing the limit was not always enough; inconclusive = no clear call, values can overlap the other calls
# FadD28 binding = inhibitors of FadD28 bisubstrate probe binding, primary screen, biochemical, fluorescence polarization, single point; AID 588549, 2011; Mycobacterium tuberculosis FadD28 fatty-acid-AMP ligase; inhibition, % at 12.5 µM; 360,000 compounds, 0.22% hits; in the data active = inhibition above about 8.5%, passing the limit was not always enough; inconclusive = no clear call, values can overlap the other calls
# BioA inh = M. tuberculosis BioA enzyme inhibitors, primary screen, biochemical, plate reader, single point, HTS; 7,8-diaminopelargonic acid synthase BioA (Mycobacterium tuberculosis); AID 602481, 2012; purified M. tuberculosis BioA enzyme; inhibition, % at 9.99 µM; 360,000 compounds, 0.096% hits; in the data active = inhibition above about 40%; inconclusive = no clear call, values can overlap the other calls
# TcdB inh = TcdB glycohydrolase inhibitors, primary screen, biochemical, single point, plate reader; Toxin B (Clostridioides difficile), P18177; TcdB glycohydrolase enzymatic assay; inhibition, % at 9.99 µM; 350,000 compounds, 0.24% hits; AID 652162, 2013; in the data active = inhibition above about 10%
# Yp Topo-I inh = Yersinia pestis topoisomerase I inhibitors, primary screen, biochemical, cleavage product accumulation, plate reader, single point; Y. pestis Topo-I cleavage product accumulation; activity, % at 10 µM; DNA topoisomerase I (Yersinia pestis CO92); 360,000 compounds, 0.064% hits; in the data active = activity above about 50%, passing the limit was not always enough; inconclusive = no clear call, values can overlap the other calls; also: inactives centre near 2
# GDH-TPI inh = GDH-TPI coupling enzyme inhibitors, primary screen, artefact control for M. tuberculosis FBA inhibitor project, biochemical, absorbance, full deck. GDH-TPI coupled enzyme counterscreen, NADH absorbance. inhibition, % at 4.8 µM. 360,000 compounds, 1.2% hits; in the data active = inhibition above about 30%;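 also: 0% = DMSO wells and 100% = wells lacking the enzyme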
# BH1578 lux ind = inducers of Vibrio cholerae quorum light production without autoinducers, primary screen, BH1578 luxS cqsA deficient, single point | V. cholerae BH1578 lux reporter, luminescence, 6 h | activation, % at 18.7 µM | 350,000 compounds, 0.16% hits; in the data active = activation mostly above about 9.7%, no sharp cut-off; inconclusive = no clear call, values can overlap the other calls; inactive = mostly below about 3.7%; also: not every result past the cut was called active; inactives centre near 0; reference of the scale not given here
# FBA Mtb inh = Mtb FBA enzyme inhibitors, primary screen, biochemical, fluorescence, strain H37Rv; purified M. tuberculosis FBA, fluorescence read-out; 360,000 compounds, 2.3% hits; Fructose-bisphosphate aldolase (Mycobacterium tuberculosis (strain ATCC 25618 / H37Rv)), …; inhibition, % at 1 µM; in the data active = inhibition above about 27%;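 also: 0% = vehicle and 100% = reference inhibitor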
# * = called active by the depositor; i = inactive; ? = inconclusive; · = not tested or not shown; + = active, no number.
Structure,PfHsp40 yeast,BH1578 lux ind,GDH-TPI inh,Yp Topo-I inh,FBA Mtb inh,BioA inh,TcdB inh,UGM FP inh,FadD28 binding
COc1ccccc1-c1nc(C#N)c(N2CCCCCC2)o1,-2.0,-0.3,15,22,+,8.1,·,-0.8,-3.8
CC(=O)Nc1ccc(NC(=O)CCCc2c[nH]c3ccccc23)cc1,-1.6,-0.9,-3,2,3,0.8,-2.5,0.2,1.5
CCOC(=O)C1CCCN(Cc2ccc(OCC)cc2)C1 (stereo unspecified),-0.9,-1.5,-10,5,-1,-1.5,·,3.4,-4.8
O=C(CCCn1cc([N+](=O)[O-])cn1)Nc1cccnc1,-1.3,i,-4,-7,1,1.3,0.3,1.4,-2.3
N#C/C(N=Nc1ccccc1O)=N\Nc1ccccc1O,?,1.2,13,-40,-1,-0.9,0.9,1.7,9.4*
O=C(NC1CC1)c1ccc2c(c1)N(Cc1ccc(Cl)cc1)CCS2,-1.5,i,7,33,106*,-0.4,-0.6,2.5,2.0
Cc1cc(/C=C2/C(=O)NC(=O)N(Cc3ccco3)C2=O)c(C)n1-c1ccccc1O,-0.2,0.5,12,9,-5,0.7,1.6,2.5,-1.9
Fc1ccc(NC(=S)Nc2cccc3cnccc23)cc1,-0.1,-0.6,-2,-12,2,·,1.8,3.0,-2.8
O=c1cc(N2CCCCC2)c(-c2ccccc2)nn1Cc1ccc(F)cc1,-0.4,i,0,35,-4,·,-0.8,-4.9,-11
COc1ccccc1CNC(=O)CN1CCC(n2cnc3cc(F)ccc32)CC1,-0.5,0.0,3,-5,-2,·,1.2,-1.8,-2.8
COCC(=O)Nc1cccc(Br)c1,-0.2,-0.4,-1,-3,1,-2.2,·,-0.6,-0.6
O=C(CSc1nnc(C2CC2)n1Cc1ccccc1)NCc1ccccc1,-0.6,i,1,-3,-1,·,·,-0.2,-2.2
CC(C)n1cc(C(=O)N(CC(=O)NC2CCCC2)Cc2ccccc2)cn1,-1.0,-0.7,8,7,-1,2.1,·,1.6,-2.2
CCOC(=O)c1c(O)c2cc(Cl)ccc2n(CC)c1=O,·,i,0,4,2,0.5,0.9,-0.6,0.4
COc1cccc(-c2nnc(SCC(=O)NC3CCS(=O)(=O)C3)n2C)c1 (stereo unspecified),-0.7,-3.0,6,-3,-2,-1.6,0.7,-1.0,-2.8
CCOc1ccccc1NS(=O)(=O)c1ccc2[nH]c(=O)ccc2c1,-1.9,i,12,1,2,-1.6,-0.5,-0.5,-4.3
C=CCNc1nnnc2c1sc1nc(N3CCOCC3)c3c(c12)CCCC3,-1.5,-0.4,-9,8,5,·,0.7,-0.5,-4.2
CCCCN(C)C(=O)c1nc2ccccn2c1CN1CCC[C@H]1C(=O)OC,-0.7,i,-5,-5,3,-0.6,-0.3,-2.6,-0.7
O=C(NCCc1ccc(F)cc1)N[C@@H](Cc1ccccc1)C(=O)O,0.0,-0.6,9,6,-1,0.2,-1.2,4.8,-2.4
CCC1CC2(C)NC(=O)c3c(sc4c3CC(C)(C)OC4)N2C1=O (stereo unspecified),-0.7,i,10,-6,39*,-4.4,·,·,-1.0
O=C(Nc1ccc(NC(=O)c2ccc([N+](=O)[O-])cc2[N+](=O)[O-])cc1)c1ccco1,0.7,6.2,5,3,0,-1.4,-0.8,-1.7,0.7
O=C(Nc1nnc(CCN2CCOCC2)s1)c1ccccc1,-1.9,-0.3,3,-6,5,-6.2,-0.8,2.4,0.7
O=C(NN1CCOCC1)c1ccc(Cl)cc1,0.8,-0.3,-3,1,3,·,·,2.2,-0.3
COc1ccc(N2CCN(C(=O)Nc3ccccc3C)CC2)cc1,-0.2,-0.3,4,-4,1,4.6,1.8,-1.9,-3.1
Cn1cc(/C=N/NC(N)=S)c2ccccc21,1.9,-0.3,37*,-2,1,·,-2.0,-1.6,-3.3
Cc1ccccc1N(C)C(=O)c1coc(=O)c2ccccc12,-1.5,i,9,2,1,2.9,·,-3.5,-0.1
CCN(CC(=O)Nc1c(F)cccc1F)C(=O)CSc1ccccc1,1.5,-5.6,-1,6,-1,0.0,-1.8,1.7,-3.5
C/C(=N\NC(=O)c1ccncc1)c1cccc(NC(=O)c2ccc(C(C)(C)C)cc2)c1,5.7,-0.5,5,17,4,-1.2,1.3,-2.0,-0.1
CSc1cccc(NC(=O)OC2CCCCCCCCCCC2)c1,-1.3,-0.6,-3,2,1,-0.3,1.0,1.0,-1.5
CCN(CC)CCn1c2c(c(SCC(=O)Nc3ccccc3Cl)nc1=O)CCC2,0.4,-1.8,4,7,1,·,-0.6,-1.1,-0.2
Oc1ccccc1-c1nnc(COc2ccccc2)o1,1.4,-0.2,8,1,5,-1.1,-0.2,-0.4,-4.1
CCc1nc(SCC(=O)Nc2ccc(N(C)C)cc2)n[nH]1,0.7,-1.2,3,2,-2,-0.3,0.3,-1.6,0.9
Cc1csc2c(=O)n3c(nc12)CCCCC3,1.0,i,-7,-1,1,-0.7,·,2.0,-3.2
ON1C(c2ccc(Cl)cc2Cl)N(O)[C@H]2CCCC[C@H]21 (stereo partly specified),1.0,·,1,3,1,0.9,0.2,2.0,2.8
CCNC(=S)N(CCc1c(C)[nH]c2ccc(C)cc12)Cc1cccs1,-0.5,-0.3,-8,5,-2,·,0.4,0.0,-2.0
Cc1cccc(C)c1NC(=O)c1ccc(-c2ccc(Cl)cc2Cl)o1,1.2,-0.5,7,11,0,-17,·,0.1,-4.5
COC(=O)c1ccc(C23CC4(C2)[C@H](CN(Cc2ccc(-c5ccccc5)cc2)[C@@H]4c2ccccc2)C3c2ccccc2)cc1 (stereo partly specified),0.3,-1.0,9,-4,7,-0.2,0.2,-1.1,-1.1
COc1cc(CCCN2CCNC[C@@H]2Cc2ccccc2)cc(OC)c1OC,-0.3,0.6,8,-5,0,-2.0,0.2,2.8,-0.3
Cc1cccc(NC(=S)N2CCN(c3ccccc3)CC2)c1,-1.5,i,-8,-6,-4,·,-0.2,-2.5,-2.3
Cc1cc(Cn2nc(C(=O)NCc3cccc(Br)c3)cc2-c2ccccc2)on1,5.8,i,11,15,8,-1.8,0.7,-2.1,-1.8
COc1ccc2nc(CCN(C)C(=O)C3CCC(=O)N(Cc4cccc(F)c4)C3)[nH]c2c1 (stereo unspecified),0.8,i,-9,-7,-1,-0.5,0.8,-3.9,-2.0
COc1ccc(C(=O)n2nc(-c3ccccc3)nc2SC)cc1,-2.1,i,6,-3,4,0.2,·,·,1.1
COc1ccc(NC(=O)CSc2c(C)n[nH]c2C)cc1,-0.2,i,6,-4,12,-0.9,·,0.5,-1.1
NNc1nc2c(F)cc(F)cc2s1,-1.6,2.4,8,4,3,-2.9,-1.0,4.5,1.1
O=C(CNC(=O)Cc1ccccc1)NCC(=O)OCC(=O)c1ccccc1Cl,-0.2,i,5,-3,-2,-0.1,1.1,-1.7,0.5
Cc1c(NC(=O)COC(=O)Cc2ccc(Cl)cc2)c(=O)n(-c2ccccc2)n1C,-2.7,·,-2,-3,-2,-1.0,·,-0.5,0.3
CCN(CC)S(=O)(=O)c1cc(C(=O)Oc2cccc(-c3cnc4ccccc4n3)c2)ccc1Br,-0.3,-0.2,15,16,-2,0.7,·,-0.1,-1.9
O=C1c2ccccc2C(Nc2ccc(F)c(Cl)c2)N1Cc1ccco1 (stereo unspecified),0.0,-0.4,11,-5,2,1.9,1.8,0.9,-0.7
O=C(c1ccc(F)cc1F)C1CCN(c2ccc([N+](=O)[O-])cn2)CC1,-0.5,-0.3,7,-1,0,0.1,0.1,0.0,-0.1
C/C(=N\NC(=O)c1sccc1C)c1ccncc1,-1.3,-3.9,-4,11,0,-0.3,-1.3,3.9,-1.0

# Look-ups from the list.
# Reading for O=C(CNC(=O)Cc1ccccc1)NCC(=O)OCC(=O)c1ccccc1Cl in BioA inh: -0.1
# Reading for Oc1ccccc1-c1nnc(COc2ccccc2)o1 in UGM FP inh: -0.4
# Reading for Cc1cccc(C)c1NC(=O)c1ccc(-c2ccc(Cl)cc2Cl)o1 in GDH-TPI inh: 7

# Following part
Structure,PfHsp40 yeast,BH1578 lux ind,GDH-TPI inh,Yp Topo-I inh,FBA Mtb inh,BioA inh,TcdB inh,UGM FP inh,FadD28 binding
COc1ccccc1CNC(=O)[C@H](C)NC(=O)C1CCN(C(=O)[C@@H](N)Cc2ccccc2)CC1,-0.6,-0.4,3,6,6,-0.4,0.6,-1.0,-0.3
COc1ccc(Cl)cc1NC(=O)NCc1ccc2c(c1)OCO2,-0.1,i,-14,-5,1,-0.9,1.4,-1.5,-3.1
Cc1oc2cc(O)ccc2c(=O)c1-c1nncn1-c1ccccc1,0.7,-0.3,12,0,10,·,-1.0,-2.4,-1.1
COc1ccccc1NS(=O)(=O)c1cc(NC(=O)C(C)NC(N)=O)ccc1N1CCCC1 (stereo unspecified),0.4,-0.3,11,-3,4,1.0,0.4,1.3,-2.2
COc1ccc(/C=N/Nc2ccc(C(F)(F)F)cc2[N+](=O)[O-])cc1,0.8,0.0,8,8,5,·,·,-0.8,0.2
CCN(CC)C(=O)[C@H]1C[C@H](CC(=O)NCc2ccc(OC)c(OC)c2)C(=O)N2CCc3c([nH]c4cc(-c5ccco5)ccc34)[C@]12C,0.2,i,16,14,46*,-2.8,-0.2,·,-2.1
CCCCC(=O)Nc1ccc(C(=O)NNC(=S)NC(=O)c2cccs2)cc1,8.6,0.1,24,-2,-1,·,·,-0.9,-3.2
O=C(NC1CCCC1)C(c1ccncc1)N(C(=O)c1csnn1)c1cccc(Cl)c1 (stereo unspecified),3.1,i,-8,2,0,2.2,0.5,-4.8,-2.1
CCN(CC)C(=O)C1=C(C)N(CCC2=CCCCC2)C(=O)C(CC(=O)NCCc2ccccn2)C1 (stereo unspecified),·,-0.4,8,16,6,-4.5,0.5,·,0.2
COc1ccc(-n2nc3c(c2NC(=O)COc2ccccc2)CS(=O)(=O)C3)cc1,-1.1,-0.3,8,7,1,4.2,2.7,1.6,0.2
CCCCOC(=O)Nc1cc(C(=O)OC)ccc1C(=O)OC,0.8,-6.2,3,8,4,1.1,·,-2.7,-2.8
O=C(O)CC(c1ccc(Cl)cc1)n1cccc1 (stereo unspecified),-0.1,-0.3,-3,-1,0,0.3,·,0.3,-3.7
COc1cccc(NC(=O)COC(=O)c2ccccc2SCC(=O)N2CCCC2)c1,-0.7,-0.1,10,11,1,-1.8,-0.7,-2.2,0.6
O=C(COC(=O)CNC(=O)c1ccco1)NCCN1C(=O)CSC1=O,-1.1,12,-3,0,-2,-2.5,·,-0.4,-0.6
CCc1nc2ccc(C(=O)N3CCN(c4ccccc4)CC3)cn2c1N(CCC(C)C)CCN(C)C,·,-0.4,24,4,3,-2.8,0.2,·,-1.7

# One compound at a time (already shown). Screens in order: PfHsp40 yeast | BH1578 lux ind | GDH-TPI inh | Yp Topo-I inh | FBA Mtb inh | BioA inh | TcdB inh | UGM FP inh | FadD28 binding
# Results for `CCc1nc2ccc(C(=O)N3CCN(c4ccccc4)CC3)cn2c1N(CCC(C)C)CCN(C)C` → · | -0.4 | 24 | 4 | 3 | -2.8 | 0.2 | · | -1.7
# Results for `COc1cccc(NC(=O)COC(=O)c2ccccc2SCC(=O)N2CCCC2)c1` → -0.7 | -0.1 | 10 | 11 | 1 | -1.8 | -0.7 | -2.2 | 0.6
